mABHD4 FP = inhibits mouse alpha/beta hydrolase domain 4 | Q8VD66 | purified mABHD4, FP-Rh probe fluorescence polarization | inhibition, % at 8.92 µM | 370,000 tested, 0.54% active | AID 720543;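 active = inhibition exceeding the mean over every tested compound plus 3 SD, cut at about 30% in these data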;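 also: 0% = plate median of compound wells and 100% = S159A mutant with DMSO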
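Doses – 8.92 µM, single dose · Material – wild-type mouse ABHD4 protein · Replication – single well per compound (singlicate) · Measure – percent inhibition of probe binding, normalized to plate controls · Schedule – 45 min compound pre-incubation plus 60 min probe step, 25 °C · Detection – fluorescence polarization with parallel and perpendicular emission, 525/598 nm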
PG9 binder = PG9 antibody binding by small molecule; TR-FRET gp120-PG9 antibody binding; inhibition, % at 6.7 µM; 360,000 tested, 0.43% active; in the data active = inhibition above about 8.5%
TCR-CD3 inh = blocks the human TCR-CD3 interaction. TAMRA-labeled TCR probe fluorescence, biochemical. inhibition, % at 9.4 µM. 360,000 tested, 0.37% active. AID 651800; in the data active = inhibition above about 19%;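 also: recombinant mutant TCR 2C K166C tagged with TAMRA read by polarization; 0% = receptor in buffer alone and 100% = receptor with positive control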
NR1D1 modulator = modulators of human Rev-erb alpha DNA binding. Rev-erbα–FITC-DNA binding, fluorescence polarization, 90 min. P20393. activity, % at 10 µM. 370,000 tested, 0.79% active;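 active = activity above about 14%, limit read from the data; passing the limit was not always enough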;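 also: 0% = DMSO wells with 35 nM protein and 100% = DMSO wells with 750 nM protein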
MBD2 DNA inh = inhibitors of human MBD2 binding to methylated oligonucleotide. AID 686964. TR-FRET. 370,000 tested, 0.31% active. inhibition, % at 4.4 µM. Q9UBB5; in the data active = inhibition above about 13%
UHRF1 MBD2 ctr = blocks human UHRF1 binding to methylated DNA | Q96T88 | UHRF1 binding to methylated oligo, TR-FRET | inhibition, % at 4.4 µM | 370,000 tested, 0.75% active; in the data active = inhibition above about 21%;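 also: UHRF1 SRA domain binding a hemimethylated CpG hairpin DNA probe; 0% = median of test compound wells and 100% = reference inhibitor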
Target sequence (Q96T88 whole entry, looked up, the tested form may be a part): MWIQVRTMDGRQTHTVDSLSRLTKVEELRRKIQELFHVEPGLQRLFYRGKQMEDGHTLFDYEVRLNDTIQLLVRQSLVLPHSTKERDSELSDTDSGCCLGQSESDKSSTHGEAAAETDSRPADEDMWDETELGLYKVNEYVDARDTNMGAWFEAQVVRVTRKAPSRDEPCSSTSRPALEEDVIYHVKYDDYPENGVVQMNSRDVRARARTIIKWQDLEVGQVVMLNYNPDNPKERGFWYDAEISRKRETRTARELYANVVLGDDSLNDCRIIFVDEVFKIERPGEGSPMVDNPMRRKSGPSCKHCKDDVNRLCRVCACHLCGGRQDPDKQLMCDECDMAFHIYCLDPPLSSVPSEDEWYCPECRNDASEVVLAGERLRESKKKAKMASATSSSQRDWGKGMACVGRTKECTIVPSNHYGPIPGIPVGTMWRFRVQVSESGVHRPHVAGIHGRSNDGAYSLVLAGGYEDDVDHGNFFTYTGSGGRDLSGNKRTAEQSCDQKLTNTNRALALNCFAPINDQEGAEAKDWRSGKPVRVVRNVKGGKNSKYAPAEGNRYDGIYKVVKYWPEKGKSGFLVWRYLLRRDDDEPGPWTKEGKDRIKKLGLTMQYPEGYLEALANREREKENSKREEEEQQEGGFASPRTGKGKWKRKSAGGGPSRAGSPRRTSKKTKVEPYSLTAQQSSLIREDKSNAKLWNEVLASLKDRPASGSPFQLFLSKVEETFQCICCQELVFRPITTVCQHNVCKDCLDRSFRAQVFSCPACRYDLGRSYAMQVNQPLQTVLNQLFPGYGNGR
rCAG binder = binds r(CAG) RNA repeats. r(CAG) RNA repeat, TO-PRO-1 dye displacement fluorescence. inhibition, % at 3 µM. 370,000 tested, 1.3% active. AID 651821;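 active = inhibition above the plate cutoff, the mean of all test compounds on that plate plus 3 SD, cut at about 35% in these data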;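 also: 0% = DMSO alone and 100% = 100 µM mitoxantrone as full dye displacement; higher means more dye released from RNA so lower well fluorescence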
PRMT1 inh = inhibitors of human PRMT1 | inhibition, % at 2.79 µM | recombinant PRMT1, activity-based probe fluorescence polarization | 370,000 tested, 1.3% active | Q99873;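 active = inhibition above about 21% made by adding two undisclosed values, limit read from the data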
LEDGF integ inh = blocks HIV-1 LEDGF/p75-dependent DNA integration | 370,000 tested, 0.64% active | inhibition, % at 3.7 µM | TR-FRET IN-LEDGF/p75 DNA integration, Eu/Cy5 | AID 743269;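 active = inhibition above the screen-wide mean plus 3 SD, cut at about 13% in these data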;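 also: signal is the Cy5 over europium emission ratio at 671 and 618 nm; 0% = plate median of compound wells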
HTRA1 inhibitor = inhibitors of human serine peptidase HTRA1; inhibition, % at 5.96 µM; AID 504803; recombinant HTRA1, FP-rhodamine activity-based probe, fluorescence polarization; 340,000 tested, 0.5% active; Q92743; in the data active = inhibition above about 36%;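 also: 0% = enzyme with DMSO and 100% = wells lacking enzyme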
The depositor's hits bear a star; nt = no result given; & = joins results of further samples. Some of the compounds tested; the hit share may differ from the screen's.

SMILES	mABHD4 FP	PG9 binder	TCR-CD3 inh	NR1D1 modulator	MBD2 DNA inh	UHRF1 MBD2 ctr	rCAG binder	PRMT1 inh	LEDGF integ inh	HTRA1 inhibitor
c1ccc(Oc2nnc(-c3cccs3)c3ccccc23)cc1	-19	-2.7	0	26*	-6	0	2	2	-1	-14
CC(=O)N1CCN(S(=O)(=O)c2ccc3c(c2)CC(=O)N3)CC1	-1	-0.8	2	1	2	7	7	6	4	12
CC1=NNC(=O)C1CC(=O)N/N=C/c1sccc1C (stereo not drawn)	-6	-4.9	5	0	-7	-3	-1	-9	4	nt
Cc1ccccc1N=C1c2ccccc2C(=O)C1[N+](=O)[O-] (stereo not drawn)	-6	-1.9	-8	-1	-8	-2	3	2	-2	-6
CCC(c1nnnn1CCOC)N1CCN(c2cccc(C(F)(F)F)c2)CC1 (stereo not drawn)	-3	0.1	-3	4	0	-2	-2	1	0	-10
COCCCN1CC(=O)N2Cc3[nH]c4ccccc4c3C[C@H]2C1=O	-4	-2.0	-4	-3	-4	-2	-4	-3	4	5
CN1CC(=O)N=C1N	-6&0	0.4&-1.3	-4&-1	-4&-5	-8&-4	0&0	4&2	0&-1	6&-1	5&7
O=C(CCCn1c(=S)[nH]c2cc3c(cc2c1=O)OCO3)N1CCN(c2ccc(Cl)cc2)CC1	2	4.0	-13	21	1	-4	1	-4	3	0
Cc1ccc(S(=O)(=O)Nc2cccc(C(=O)NCc3ccccn3)c2)cc1F	1	0.0	3	4	-2	-1	3	0	0	1
Cc1cccc(NC(=O)C2Cc3ccccc3CN2C(=O)OCc2ccccc2)c1C (stereo not drawn)	-2	-1.2	1	4	1	-1	3	0	-1	-6
CCOC(=O)C(C)Sc1nnc(Cc2cc(=O)[nH]c(=O)[nH]2)n1-c1cccc(OC)c1 (stereo not drawn)	-3	-2.0	5	-7	-7	1	3	0	3	1
Cc1ccnc(N2CCN(C(=O)CSc3nc4ccccc4nc3N3CCC(C)CC3)CC2)c1	4	0.3	-5	9	-2	7	2	6	-5	-31
C/C(=N\NC(=O)C1CC1)c1ccc2c(c1)OCCO2	3	-0.2	2	-1	5	1	1	5	-3	6
N#Cc1cc2c(nc1SCc1ccc(Cl)nc1)CCCCC2	-7	-3.0	2	3	-4	0	-1	-1	0	-15
O=C(Nc1nnc(COc2ccc(Br)cc2)s1)c1ccco1	-10	1.9	4	2	-2	3	2	-1	2	-1
CCOC(=O)c1csc(NC(=O)CSc2nnnn2-c2cccc(OC)c2)n1	-5	1.5	-7	1	8	1	4	-1	-1	-2
C=C(C)C(=O)Nc1nnc(-c2ccccc2C)s1	-5	0.0	2	-2	-1	2	-1	0	-2	-4
Cc1ccc(F)c(CNC(=O)C2(C)CCCN2C(=O)C(C)C)c1F (stereo not drawn)	-3	-0.3	-1	9	0	-3	-1	0	1	nt
COc1ccc(OC)c(S(=O)(=O)NCC(c2ccc3c(c2)OCO3)N2CCOCC2)c1 (stereo not drawn)	5	0.3	-4	-1	0	-2	-5	1	-3	2
C=CCOc1ccc(C(=O)c2ccccc2)c(OCC(=O)NC2(C#N)CCCC2)c1	-7	-2.3	2	10	-1	1	2	0	3	-32

Compound profiles, as listed above.
Shown for C/C(=N\NC(=O)C1CC1)c1ccc2c(c1)OCCO2 : mABHD4 FP: 3; PG9 binder: -0.2; TCR-CD3 inh: 2; NR1D1 modulator: -1; MBD2 DNA inh: 5; UHRF1 MBD2 ctr: 1; rCAG binder: 1; PRMT1 inh: 5; LEDGF integ inh: -3; HTRA1 inhibitor: 6
Shown for Cc1ccc(F)c(CNC(=O)C2(C)CCCN2C(=O)C(C)C)c1F (stereo not drawn) : mABHD4 FP: -3; PG9 binder: -0.3; TCR-CD3 inh: -1; NR1D1 modulator: 9; MBD2 DNA inh: 0; UHRF1 MBD2 ctr: -3; rCAG binder: -1; PRMT1 inh: 0; LEDGF integ inh: 1; HTRA1 inhibitor: nt
Shown for C=C(C)C(=O)Nc1nnc(-c2ccccc2C)s1 : mABHD4 FP: -5; PG9 binder: 0.0; TCR-CD3 inh: 2; NR1D1 modulator: -2; MBD2 DNA inh: -1; UHRF1 MBD2 ctr: 2; rCAG binder: -1; PRMT1 inh: 0; LEDGF integ inh: -2; HTRA1 inhibitor: -4

Following part.
SMILES	mABHD4 FP	PG9 binder	TCR-CD3 inh	NR1D1 modulator	MBD2 DNA inh	UHRF1 MBD2 ctr	rCAG binder	PRMT1 inh	LEDGF integ inh	HTRA1 inhibitor
Cc1nc(-c2coc3cc(O)c(C)cc3c2=O)cs1	-4	-0.4	4	3	-2	-2	1	-3	-3	0
CCOc1cccc(-c2nnc(SCC(=O)NC3CC3)n2C)c1	4	0.6	-7	-6	5	1	-5	3	-2	6
CCOC(=O)C1CCN(C(=O)COC(=O)CCOc2ccc(C)cc2)CC1	-4	-0.7	-2	-4	-3	-3	-4	-3	1	-2
CN(C)CCN1CCN(C(c2ccnc3ccccc23)c2nnnn2-c2ccc3c(c2)OCCO3)CC1 (stereo not drawn)	2	-0.2	-3	-2	0	1	1	-3	-3	nt
COc1ccc(CSc2nc(O)cc(=O)n2CC(C)C)cc1F	1	-3.3	-2	3	2	-1	11	-3	-1	0
CCOc1ccc(CN(C)C(C)C(=O)NCCc2ccc(F)cc2)cc1 (stereo not drawn)	-2	-1.0	-3	3	4	4	-10	0	1	-7
CCOC(=O)c1cc(-c2cccnc2)nn1-c1ccccn1	3	0.4	0	-1	-1	0	0	1	0	-3
CC(=O)C1=C(O)C(=O)N(c2ccc(O)cc2)C1c1ccccc1 (stereo not drawn)	3	-0.8	4	-5	22*	-2	2	0	-8	6
COc1ccc2c(c1)nc(NCCO)n2C	4	-1.8	-2	-2	-1	0	-1	-3	0	4
CCc1ccc(NC(=S)Nc2cc(C(=O)O)ccc2N2CC3CC(C2)c2cccc(=O)n2C3)cc1 (stereo not drawn)	1	-0.2	0	1	-6	-1	5	-8	-1	-6
Cc1ccc(-n2c(-c3ccc(Br)cc3)c[n+]3c2CCc2ccc4cccnc4c2-3)cc1	7	-0.5	1	-4	-3	-7	28	0	-1	-5
CC(=O)c1ccc(NC(=O)CSCCO)cc1	2	0.3	1	1	11	0	0	-1	2	2
Cc1ccc(CN2C(=O)c3ccccc3C2C(=O)NCC2CCCO2)cc1 (stereo not drawn)	2	1.1	4	-1	-5	-1	-1	-1	3	1
COc1cc2nc(NC(=O)c3ccc(Cl)cc3)[nH]c(=O)c2cc1OC	3	1.6	2	5	6	-2	-4	-2	1	2
CCN(CCn1cccn1)Cc1c(C(=O)N2C[C@@H](C)O[C@@H](C)C2)nc2ccc(Cl)cn12	0	-0.3	1	-2	0	1	-10	-1	4	-7
CC1=C(C(=O)NCc2ccc3c(c2)OCO3)C2(CCC(C)CC2)OC1=O (stereo not drawn)	4	0.5	-4	5	-6	0	5	-5	7	-3
Cc1ccc(CN2CCCN(Cc3ccc(F)cc3Cl)S2(=O)=O)cc1	-14	-1.5	6	4	-1	1	-2	-1	1	-29
Cc1cc(C)c(C#N)c(N2CCOCC2)n1	-3	-0.6	-4	-3	4	1	-4	0	-1	-2
C=CCCCCCCCCC(=O)NNC1CC(=O)N(c2ccccc2)C1=O (stereo not drawn)	-9	-1.2	-2	1	-1	-1	-5	-5	-2	-2
Cc1ccsc1/C=C1/SC(=O)N(CC(=O)N2CCOCC2)C1=O	5	-2.9	-1	1	-1	-2	-4	6	-4	-1
COc1cc(N2CCCC2)ccc1[N+](=O)[O-]	9	-0.2	-4	5	-13	-16	1	-1	-4	2
O=C(OCc1ccc(Br)cc1F)c1cc2ccccc2oc1=O	-1	-0.1	4	0	-6	5	2	-6	3	-1
Cc1coc2c1c(C)cc1oc(=O)c(CC(=O)NCCCCCC(=O)O)c(C)c12	-5	0.8	3	-1	-2	-7	9	-2	2	-5
CCOc1cccc(C=NNc2nc(=O)cc(C(=O)OC)s2)c1O	1	0.4	4	-5	-4	0	16	-4	1	nt
CCC(C)[C@H](NC(=O)NCc1ccc(S(N)(=O)=O)cc1)C(=O)O (stereo partly drawn)	-6	-2.0	2	-5	-2	-1	0	-4	4	-1
O=C(CSc1nnc(-c2ccccc2)n1Cc1ccccc1)N1CCCC1	2	-0.3	2	-3	0	1	-5	2	0	4
COc1ccc(-c2csc(N(CCc3ccc(OC)c(OC)c3)C(=O)COc3ccccc3)n2)cc1	-17	2.2	10	-4	7	4	11	9	2	-24
CNC(=S)N(CCc1ccccc1)Cc1cc2cc(OC)c(OC)cc2[nH]c1=O	0	-2.3	-2	-4	4	2	-3	3	-1	-7
CC(C)(C)OC(=O)NC1CCN(S(=O)(=O)c2ccc3c(c2)OCCO3)CC1	1	-0.6	-12	-4	2	1	-2	4	0	3
Cc1ccc2c(C)c(C(=O)NCC3CCOCC3)oc2c1C	-7	1.1	7	-1	-3	0	-2	1	1	0

Another view of some results above.
Each structure is followed by: mABHD4 FP, PG9 binder, TCR-CD3 inh, NR1D1 modulator, MBD2 DNA inh, UHRF1 MBD2 ctr, rCAG binder, PRMT1 inh, LEDGF integ inh, HTRA1 inhibitor
CCC(C)[C@H](NC(=O)NCc1ccc(S(N)(=O)=O)cc1)C(=O)O (stereo partly drawn)
 : -6, -2.0, 2, -5, -2, -1, 0, -4, 4, -1
O=C(CSc1nnc(-c2ccccc2)n1Cc1ccccc1)N1CCCC1
 : 2, -0.3, 2, -3, 0, 1, -5, 2, 0, 4

Additional compounds:
SMILES	mABHD4 FP	PG9 binder	TCR-CD3 inh	NR1D1 modulator	MBD2 DNA inh	UHRF1 MBD2 ctr	rCAG binder	PRMT1 inh	LEDGF integ inh	HTRA1 inhibitor
Nc1nc(Nc2cccc3ccccc23)nc(C2CCCC2=O)n1 (stereo not drawn)	2	-0.8	3	2	5	1	3	2	0	nt
O=C(Cn1ccnc1)c1ccc(Cl)cc1	3	2.5	-5	4	0	-2	-1	1	3	8
Cc1cccc(C)c1N(CC(=O)NCc1ccc(F)cc1)C(=O)c1csnn1	0	0.6	7	4	-2	-4	-4	-4	-1	4
COc1ccc(CCC(=O)Nc2ccc(S(=O)(=O)NC3=NCCCCC3)cc2)cc1	-2	-0.3	3	1	-3	-1	14	2	0	4
COC(=O)c1nnn(-c2nonc2N)c1CSc1nc2ccccc2o1	1	-1.0	1	-2	-3	-1	-1	0	-1	-9
Cc1cccc(C)c1NC(=O)C1c2ccccc2OCC(=O)N1CCCN1CCOCC1 (stereo not drawn)	4	-0.9	6	-2	2	-4	1	-1	1	nt

2 successive entries from above, for reference:
SMILES	mABHD4 FP	PG9 binder	TCR-CD3 inh	NR1D1 modulator	MBD2 DNA inh	UHRF1 MBD2 ctr	rCAG binder	PRMT1 inh	LEDGF integ inh	HTRA1 inhibitor
COC(=O)c1nnn(-c2nonc2N)c1CSc1nc2ccccc2o1	1	-1.0	1	-2	-3	-1	-1	0	-1	-9
Cc1cccc(C)c1NC(=O)C1c2ccccc2OCC(=O)N1CCCN1CCOCC1 (stereo not drawn)	4	-0.9	6	-2	2	-4	1	-1	1	nt
